# Bioassay records deposited in PubChem by several laboratories.
# Rtt109 HAT inh = blocks Candida albicans Rtt109/Vps75 acetyltransferase activity; 0.16% of 330,000 active; AID 540336; Q5AAJ8; inhibition, % at 34.9 µM; purified Rtt109/Vps75, ThioGlo CoA-SH fluorescence, 4 h;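 active = inhibition of at least 50% in every replicate; inconclusive = best replicate reaches 50% inhibition but some replicates fall short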
# Target sequence (Q5AAJ8 whole entry, looked up): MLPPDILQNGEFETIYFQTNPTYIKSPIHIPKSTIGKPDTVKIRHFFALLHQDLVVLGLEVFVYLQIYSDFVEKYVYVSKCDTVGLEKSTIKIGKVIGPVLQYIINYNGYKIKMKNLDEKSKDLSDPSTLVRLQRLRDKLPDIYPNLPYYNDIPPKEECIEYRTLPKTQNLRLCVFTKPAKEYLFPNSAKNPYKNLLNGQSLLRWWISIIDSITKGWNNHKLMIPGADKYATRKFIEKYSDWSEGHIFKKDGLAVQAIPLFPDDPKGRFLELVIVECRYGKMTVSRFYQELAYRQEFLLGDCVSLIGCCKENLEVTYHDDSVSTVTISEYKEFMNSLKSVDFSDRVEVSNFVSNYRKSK
# AddAB inh = less growth of phage-infected E. coli with AddAB | 0.29% of 330,000 active | inhibition, % at 11.9 µM | AID 435030 | E. coli expressing H. pylori AddAB, absorbance growth; in the data active = inhibition above about 12%;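 note: 0% = vehicle wells of infected cells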
# DAGLB inh = blocks human DAGLB lipase activity; 0.059% of 340,000 active; AID 504411; inhibition, % at 5.17 µM; Q8NCG7; HEK293T DAGLB membrane lysate, EnzChek fluorogenic substrate; in the data active = inhibition above about 34%;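 note: 0% = enzyme with vehicle and 100% = wells lacking enzyme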
# Target sequence (Q8NCG7 whole entry, looked up): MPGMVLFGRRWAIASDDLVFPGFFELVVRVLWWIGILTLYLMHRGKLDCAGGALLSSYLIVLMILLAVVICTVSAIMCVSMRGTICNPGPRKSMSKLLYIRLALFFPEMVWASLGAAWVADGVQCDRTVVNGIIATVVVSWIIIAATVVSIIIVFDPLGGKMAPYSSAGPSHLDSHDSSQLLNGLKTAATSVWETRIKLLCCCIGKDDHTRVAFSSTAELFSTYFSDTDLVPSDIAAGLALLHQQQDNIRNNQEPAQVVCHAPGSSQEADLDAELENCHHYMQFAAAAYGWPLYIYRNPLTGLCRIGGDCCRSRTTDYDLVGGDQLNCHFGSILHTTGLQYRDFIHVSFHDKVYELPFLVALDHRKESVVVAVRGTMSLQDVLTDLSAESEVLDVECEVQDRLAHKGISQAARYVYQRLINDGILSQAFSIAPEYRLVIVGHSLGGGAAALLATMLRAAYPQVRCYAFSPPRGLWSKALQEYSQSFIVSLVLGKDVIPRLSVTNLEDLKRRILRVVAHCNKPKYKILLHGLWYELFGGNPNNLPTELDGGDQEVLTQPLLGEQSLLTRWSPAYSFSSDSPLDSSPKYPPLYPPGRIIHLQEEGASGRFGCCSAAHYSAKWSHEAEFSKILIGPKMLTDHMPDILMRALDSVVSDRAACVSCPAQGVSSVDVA
# PvdQ acylase = blocks Pseudomonas aeruginosa PvdQ acylase activity; purified PvdQ acylase, fluorescence plate reader; inhibition, % at 10 µM; 0.063% of 340,000 active; in the data active = inhibition above about 30%, passing the limit was not always enough; inconclusive = no clear call, values can overlap the other calls;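 note: 0% = vehicle neutral wells and 100% = reference inhibitor wells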
# PfHsp90 set2 = reduces growth (ATP signal) of yeast expressing P. falciparum Hsp90; AID 504621; 0.32% of 310,000 active; inhibition, % at 9.4 µM; S. cerevisiae expressing PfHsp90, BacTiter-Glo ATP, 48 h; yeast lacking PDR1 and PDR3 efflux regulators;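 active = every replicate shows inhibition above about 80%, whatever the replicate mean, limit read from the data; inconclusive = mean inhibition reaches the set limit but some replicate falls short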;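 note: 0% = DMSO neutral controls and 100% = 20 µM radicicol positive controls; yeast relying on Plasmodium falciparum Hsp90 in place of its own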
# Wnt bcat act = activators of Wnt/beta-catenin signaling; activation, % at 9.35 µM; Wnt/beta-catenin reporter cell assay, activator, plate reader; AID 743398; 1.2% of 300,000 active; in the data active = activation above about 30%, passing the limit was not always enough; inconclusive = no clear call, values can overlap the other calls;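 note: 0% = neutral control wells and 100% = positive control wells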
# Ecoli viability = reduces bacterial viability in AddAB counter-screen | E. coli V3065 growth, OD600 absorbance, 18 h | inhibition, % at 11.9 µM | 0.27% of 330,000 active;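 active = inhibition above the campaign's mean inhibition across all tested compounds plus 3 SD, cut at about 9.9% in these data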;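 note: uninfected addAB+ strain grown without phage in ampicillin broth; 0% = DMSO wells and 100% = ciprofloxacin 0.95 µg/ml wells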
# phage Ecoli inh = E. coli growth loss with phage present; growth absorbance; inhibition, % at 11.9 µM; 0.26% of 360,000 active; in the data active = inhibition above about 11%
# Tat transport = inhibitors of E. coli Tat protein transport; 0.036% of 340,000 active; inhibition, % at 10 µM; E. coli MC4100 TorA-mCherry Tat export, fluorescence;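 active = mean replicate inhibition at least 50% and at least half of replicates individually reaching 50%; inconclusive = only one of the two criteria met; inactive = neither criterion met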;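 note: exported cargo escapes ClpAP degradation while cytoplasmic cargo is degraded and loses fluorescence; 0% = median of neutral control wells and 100% = median of NaSCN control wells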
# CAL PDZ inh = inhibitors of human CAL PDZ peptide binding | Q9HD26 | purified CAL PDZ, TMR-peptide fluorescence polarization, 1 h | inhibition, % at 20 µM | 0.02% of 330,000 active | AID 504414;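 active = highest replicate inhibition of at least 40%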;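 note: plate controls were DMSO neutral control wells for no effect and unlabeled competitor peptide control wells for full effect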
#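 Material – purified CerCALP PDZ construct · Detection – FP readout, S and P plane fluorescence · Measure – percent inhibition from loss of millipolarization · Controls – unlabelled peptide for full inhibition, DMSO wells as neutral · Probe or stimulus – TMR-labelled reporter peptide T*-PRC34 bound in PDZ groove · Times – 1 h at RT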
# The depositor's hits bear a star; ? = inconclusive; nt = no result given.
SMILES,Rtt109 HAT inh,AddAB inh,DAGLB inh,PvdQ acylase,PfHsp90 set2,Wnt bcat act,Ecoli viability,phage Ecoli inh,Tat transport,CAL PDZ inh
O=C(NC(=S)Nc1ccc(N2CCN(C(=O)c3ccccc3)CC2)cc1)c1cccs1,3,-0.1,-2,-3,nt,-7,1.4,-1.3,1,-0.5
Cc1ccc(-c2cn3cc(C)ccc3n2)cc1,8,1.4,-3,3,1,-10,1.3,3.2,-10,-0.3
O=C(NCCCN1CCCCC1)C1CC(=O)N(CCc2ccccc2)C1 (stereo unspecified),-7,1.9,-1,-5,1,0,-1.4,0.6,-6,-2.4
COc1ccc(S(=O)(=O)NN(C)C(=O)c2nn(-c3ccccc3)ccc2=O)cc1,15,-1.0,0,6,24,-1,0.5,5.5,1,-1.1
N/C(=N\c1nc2c(c(=O)[nH]1)CCCC2)Nc1ccccc1Sc1ccccc1,14,-0.4,1,-13,nt,nt,-1.3,4.3,1,-0.1
C[C@@H](C(=O)NCc1ccco1)N1C(=O)N2CCc3c([nH]c4ccccc34)[C@@]2(C)C1=O,-2,1.5,0,8,3,-1,1.7,1.9,-2,1.0
N#Cc1ccc(N2CCOCC2)c([N+](=O)[O-])c1,-7,2.5,1,-11,-1,11,1.3,3.2,-2,-0.9
CC(C)CC(=O)Nc1ccc(C(=O)COC(=O)C2CC(=O)N(Cc3ccccc3)C2)cc1 (stereo unspecified),10,-0.9,-3,6,nt,-1,0.5,0.7,4,-0.2
O=C(CCSc1nccn1Cc1ccccc1)N1CCOCC1,-5,1.6,-3,-6,nt,nt,-0.4,2.7,-2,-2.4
CCOc1ccc(/C=C2/SC(=S)N(C(C(=O)O)c3ccccc3)C2=O)cc1OCC (stereo unspecified),-11,nt,2,-5,-73,nt,nt,3.6,2,-1.8
CCCCC(=O)NC(=S)Nc1cccc(NC(=O)c2ccco2)c1,2,3.5,-2,-17,-7,-4,0.8,2.1,-5,-1.8
C=CCn1c(SCC(=O)Nc2ccc(F)cc2F)nc2c([nH]c3ccccc32)c1=O,-9,0.8,-2,1,13,-2,-1.0,0.5,8,0.9
O=C(CN1CCN(c2ncccn2)CC1)Nc1ccccc1-n1cccc1,nt,2.8,-6,11,1,-3,-0.4,-3.4,5,-1.9
COc1ccc(C(=S)N2CCOCC2)cc1OS(=O)(=O)c1ccccc1[N+](=O)[O-],?,0.3,-2,8,8,6,-0.4,3.8,3,0.5
Cc1noc(C)c1C(=O)OCC(=O)NCCc1ccccc1,3,2.3,-2,-19,-7,-4,0.2,1.0,-5,-0.7
COc1ccc(OCC(O)CN2CCN(CC(O)COc3ccc(OC)cc3)CC2)cc1 (stereo unspecified),2,nt,-1,-13,-4,0,nt,1.6,-1,nt
CCOC(=O)c1ccccc1NC(=O)C(C)Oc1ccccc1 (stereo unspecified),-3,0.9,-10,-5,-10,-4,3.0,1.4,9,-1.5
O=c1cc(CSc2nc(NCc3ccccc3)c3ccccc3n2)nc2ccc(Cl)cn12,-1,3.4,-3,-8,12,-1,-0.2,2.5,11,1.3
COc1cccc(C2/C(=C(\O)c3ccc4c(c3)OCCO4)C(=O)C(=O)N2CC2CCCO2)c1 (stereo unspecified),2,nt,-3,-8,-1,-1,nt,1.4,3,0.8
CS(=O)(=O)NCc1nnc(SCc2c(F)cccc2Cl)o1,0,0.2,1,-3,nt,0,0.1,1.7,-8,-0.6
Cc1cc(C)c2[nH]c(=O)c(CN(Cc3nnnn3C3CCCC3)C3CCCCC3)cc2c1,-1,nt,0,-10,13,nt,nt,nt,3,-0.4
CC(CS(=O)(=O)c1ccc2c(c1)NC(=O)CS2)C(=O)N1CCN(c2cccc(Cl)c2)CC1 (stereo unspecified),-7,4.2,1,8,11,0,-3.0,0.5,4,-1.2
CSc1cnc2c(=O)n(C)c(=O)[nH]c2n1,10,1.0,-1,20,2,-1,-0.7,3.1,15,-0.6
O=C(Nc1ccccc1C(=O)NCC1CCCO1)c1ccccc1 (stereo unspecified),9,4.4,-3,0,nt,nt,3.2,4.3,-9,-3.3
O=C(COc1ccccc1)Nc1ccccc1N1CCN(c2ccc(F)cc2)CC1,4,-0.3,-2,-8,12,0,-0.1,2.2,-5,0.1

# Given with each value named: part of the list above
> COc1cccc(C2/C(=C(\O)c3ccc4c(c3)OCCO4)C(=O)C(=O)N2CC2CCCO2)c1 (stereo unspecified)
  Rtt109 HAT inh: 2; AddAB inh: nt; DAGLB inh: -3; PvdQ acylase: -8; PfHsp90 set2: -1; Wnt bcat act: -1; Ecoli viability: nt; phage Ecoli inh: 1.4; Tat transport: 3; CAL PDZ inh: 0.8

> COc1ccc(OCC(O)CN2CCN(CC(O)COc3ccc(OC)cc3)CC2)cc1 (stereo unspecified)
  Rtt109 HAT inh: 2; AddAB inh: nt; DAGLB inh: -1; PvdQ acylase: -13; PfHsp90 set2: -4; Wnt bcat act: 0; Ecoli viability: nt; phage Ecoli inh: 1.6; Tat transport: -1; CAL PDZ inh: nt

> CCOc1ccc(/C=C2/SC(=S)N(C(C(=O)O)c3ccccc3)C2=O)cc1OCC (stereo unspecified)
  Rtt109 HAT inh: -11; AddAB inh: nt; DAGLB inh: 2; PvdQ acylase: -5; PfHsp90 set2: -73; Wnt bcat act: nt; Ecoli viability: nt; phage Ecoli inh: 3.6; Tat transport: 2; CAL PDZ inh: -1.8

# Following part
SMILES,Rtt109 HAT inh,AddAB inh,DAGLB inh,PvdQ acylase,PfHsp90 set2,Wnt bcat act,Ecoli viability,phage Ecoli inh,Tat transport,CAL PDZ inh
Cc1ccc(NC(=O)CN2C(=O)NC3(CCc4ccccc43)C2=O)cc1S(=O)(=O)N1CCCCC1 (stereo unspecified),?,-1.4,0,-3,-5,-4,0.9,1.6,3,-3.3
Cc1ccc2[nH]cc(S(=O)(=O)c3ccc(C(C)C)cc3)c(=O)c2c1,-1,1.1,0,-11,-6,-1,1.2,4.3,-7,-0.2
CCOCC(=O)N1CCN(c2ccccc2OC)CC1,-3,3.2,0,-13,-5,1,-1.3,4.0,1,-0.2
CCn1c(COc2ccccc2C)nnc1SCC(=O)N1CCC(C)CC1,16,0.8,1,8,nt,nt,-0.4,2.2,2,nt
O=C(COC(=O)c1cccc(Br)c1)NCCNC(=O)COC(=O)c1cccc(Br)c1,-6,5.2,1,-13,-8,7,0.4,0.6,1,-1.9
Oc1ccc(-c2nc3ccccn3c2NCc2ccc3c(c2)OCO3)cc1,-16,3.2,2,-16,-2,nt,0.4,1.1,2,0.4
CN1CCN(C(=O)c2ccc3c(=O)n(CCc4ccccc4)c(=S)[nH]c3c2)CC1,-2,1.0,0,-6,-3,-13,-4.6,-0.2,6,-2.1
Cc1noc(C)c1C(=O)NCc1cccs1,5,0.6,-1,2,13,1,-3.2,nt,4,nt
C[C@H](CO)NC(=O)[C@@H]1C[C@H]1[C@@H](NP(=O)(c1ccccc1)c1ccccc1)c1ccccc1,4,1.4,3,-15,-7,-2,-0.6,0.3,0,-1.1
CC(=O)Nc1ccc(SCC(=O)c2cc(C)n(CC(F)(F)F)c2C)cc1,-6,1.4,2,-16,-25,-2,0.2,3.4,12,0.4
CC(C)(C)c1ccc(NC(=O)NCc2ccco2)cc1,nt,4.1,-5,-3,8,6,2.1,5.3,2,-2.4
Cc1cccc(C(=O)NCCNC(=O)c2cccnc2)c1,-5,2.0,1,-20,-36,2,-3.6,-1.1,12,2.2
Cn1cc(SCC(=O)Nc2ccc3c(c2)OCCO3)c2ccccc21,-6,1.7,1,-11,-5,15,1.3,2.1,4,0.8
Cc1ccc(S(=O)(=O)c2c(N)n(CCC(C)C)c3nc4ccccc4nc23)cc1,14,-0.8,-3,-5,15,nt,0.4,3.3,10,-2.6
Oc1ccc(N2CCN(Cc3nc4ccccc4[nH]3)CC2)cc1,-2,2.4,1,-13,4,0,0.2,0.2,3,0.1
O=C(COC(=O)CCc1c[nH]c2ccccc12)Nc1ccc([N+](=O)[O-])cc1,4,0.8,-1,-12,-73,nt,1.5,3.4,-3,-1.6
CCCCOc1ccc(N(CC(=O)NC2CCCCC2)C(=O)c2snc(C(N)=O)c2N)cc1,-13,5.0,-2,-9,-2,-3,2.8,2.3,2,-0.9
Nc1c(NCc2ccccc2F)c(=O)[nH]c(=O)n1Cc1ccccc1,-2,6.4,-4,6,-3,-1,-1.2,0.5,-8,nt
CCN(c1ccccc1)S(=O)(=O)c1csc(C(N)=O)c1,-8,1.8,-2,-9,-15,2,1.0,0.2,-5,0.1
CC(CNC(=O)c1cc(COc2c(F)cccc2F)on1)Oc1cccnc1 (stereo unspecified),16,0.6,1,-14,7,0,-1.9,3.8,0,-2.6
CS(=O)(=O)N1CCN(C(=O)c2cc(-c3cccs3)nc3ccccc23)CC1,-7,2.9,-5,14,-1,-1,-0.3,2.0,-2,-1.6
CC(OC(=O)c1ccc(S(=O)(=O)N2CCOCC2)cc1)c1ccccc1 (stereo unspecified),0,-0.7,-3,-3,-19,-2,-0.7,2.1,8,-1.0
O=C(Nc1cc(SCCO)cc([N+](=O)[O-])c1)c1ccco1,-3,1.4,-1,18,-22,nt,-1.2,-0.1,4,-0.8
CCOc1ccc(NC(=O)CS(=O)CC(=O)Nc2cccnc2)cc1 (stereo unspecified),0,3.4,0,-12,12,0,0.3,2.3,-3,-2.6
Cc1ccc(-n2ccnc2SCC(=O)O)c(C)c1,-17,3.0,-4,-10,16,nt,2.9,3.0,-5,0.3
SMILES,Rtt109 HAT inh,AddAB inh,DAGLB inh,PvdQ acylase,PfHsp90 set2,Wnt bcat act,Ecoli viability,phage Ecoli inh,Tat transport,CAL PDZ inh
COc1ccc(C(=O)n2cnc3ccccc32)cc1Br,7,7.4,0,-15,-2,0,1.0,2.7,1,-0.1
CC(=O)c1ccc(NC(=O)C2CCCN2S(=O)(=O)c2cccc3cccnc23)cc1 (stereo unspecified),8,1.7,-2,12,7,0,-0.6,3.2,?,-1.6
O=C(c1ccco1)N1CCN(S(=O)(=O)c2cccc([N+](=O)[O-])c2)CC1,-1,0.1,0,-15,-24,-1,-2.2,3.4,1,0.1
CCN(CC)CCCNC(=O)c1ccccc1C,4,0.8,0,-19,nt,nt,0.8,0.9,9,-3.1
CCCNC(=O)CCc1c(C)nc2c(c(C)nn2-c2ccc(C)cc2)c1C,-2,-1.0,-1,4,31,-3,-0.5,-1.4,-1,-0.4
CCc1ccccc1N1C(=O)C2C3CC(=O)C(c4ccccc43)C2C1=O (stereo unspecified),4,0.7,-2,2,nt,-2,5.1,2.4,-2,-1.6
CCOC(=O)c1c(NC(=O)COc2ncnc3sccc23)sc2c1CCC2,-3,1.9,-4,1,-9,nt,-2.2,0.6,-4,0.4
COc1ccc(-c2csc(NC(=O)C3=COCCO3)n2)c(OC)c1,13,4.2,-6,-3,-10,9,-1.4,-0.8,-1,-1.0

# Results in DAGLB inh and Wnt bcat act (seven entries from above):
SMILES	DAGLB inh	Wnt bcat act
CCCNC(=O)CCc1c(C)nc2c(c(C)nn2-c2ccc(C)cc2)c1C	-1	-3
O=C(c1ccco1)N1CCN(S(=O)(=O)c2cccc([N+](=O)[O-])c2)CC1	0	-1
COc1ccc(-c2csc(NC(=O)C3=COCCO3)n2)c(OC)c1	-6	9
CCOC(=O)c1c(NC(=O)COc2ncnc3sccc23)sc2c1CCC2	-4	nt
CC(=O)c1ccc(NC(=O)C2CCCN2S(=O)(=O)c2cccc3cccnc23)cc1 (stereo unspecified)	-2	0
CCN(CC)CCCNC(=O)c1ccccc1C	0	nt
COc1ccc(C(=O)n2cnc3ccccc32)cc1Br	0	0
